FID counter: fluorescent intercalator displacement, NS3 helicase counter-screen; DNA fluorescent intercalator displacement, fluorescence; 0.17% of 290,000 active; inhibition, % at 7.9 µM; AID 1845; in the data active = inhibition above about 37%;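 also: 0% = vehicle and 100% = reference compound; higher means more ethidium bromide displaced from hairpin DNA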
HCV NS3 hel inh: HCV NS3 helicase inhibition; NS3 helicase DNA unwinding, Cy5 molecular beacon fluorescence; inhibition, % at 10.9 µM; 0.56% of 290,000 active; AID 1800;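 active = inhibition above the mean of all tested compounds plus 3 SD, set per campaign, cut at about 35% in these data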;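 also: 0% = DMSO wells and 100% = thioflavine S control wells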
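assay system = NS3 helicase fragment of HCV | buffer or medium = MOPS pH 6.5, MgCl2, DTT, Tween20, BSA | timing = 60 min unwinding reaction at 25 °C after ATP addition | signal = Cy5 beacon fluorescence read at start and 1 h | read-out basis = % inhibition of unwinding | control set = low DMSO, high thioflavine S at 110 µM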
VIM-2 inh: blocks Pseudomonas aeruginosa VIM-2 metallo-beta-lactamase; purified VIM-2, nitrocefin hydrolysis, epi-absorbance fluorescence; 0.89% of 290,000 active; inhibition, % at 5.6 µM; AID 1527;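 active = inhibition above the mean of all tested compounds plus 3 SD, cutoff set per screening run, cut at about 7.5% in these data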;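 also: red hydrolysis product quenches plate fluorescence so inhibitors raise well fluorescence; 0% = enzyme with DMSO and 100% = DMSO without enzyme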
IDE cell inh: cellular human IDE inhibition | P14735 | HEK cells, FAbetaB cleavage, fluorescence polarization | inhibition, % at 5.59 µM | 0.41% of 320,000 active;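 active = percent inhibition above the average of all tested compounds plus 3 SD, set per screening campaign, cut at about 16% in these data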;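 also: IDE supplied by intact live HEK cells; FP after avidin binding of uncleaved biotin substrate so inhibition keeps polarization high; 0% = DMSO wells and 100% = 60 µM reference IDE inhibitor Ii1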
p-CIP stab down: compounds decreasing mouse p/CIP protein stability | Q05BA5 | F442A p/CIP-EGFP cells, EGFP fluorescence, 16 h | decrease of EGFP signal, % at 10 µM | 0.01% of 290,000 active | AID 1984;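 active = EGFP signal decrease of at least 30% at 10 µM or well 3 SD below plate mean, unless failing retest; inactive = the rest, including hits failing retest or dose response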; also: some compounds called inactive have numbers as strong as hits; many of its hits are not listed in these tables
PfM18AAP inh: blocks P. falciparum M18 aspartyl aminopeptidase. 1.2% of 290,000 active. recombinant PfM18AAP, H-Glu-NHMec fluorogenic cleavage. inhibition, % at 7.35 µM;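 active = inhibition above the campaign mean inhibition over all tested compounds plus 3 SD, cut at about 28% in these data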;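 also: 0% = plate median of test compound wells and 100% = 2 mM ZnCl2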
UBC9 SUMO inh: inhibitors of human SUMOylation (UBC9); inhibition, % at 35 µM; HTRF SUMOylation assay, SAE1/SAE2 + UBC9, in vitro; AID 2006; P63279; 0.36% of 290,000 active; in the data active = inhibition above about 50%, passing the limit was not always enough; also: strong numbers were not always called active
IDE act: activators of human insulin-degrading enzyme in cells; P14735; AID 493087; activation, % at 5.96 µM; HEK cells, FAbeta-B cleavage, fluorescence polarization; 0% vehicle, 100% cell-free pure enzyme wells; 0.073% of 340,000 active;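 active = activation above the mean of all tested compounds plus 3 SD, set per screening campaign, cut at about 17% in these data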
IMP-1 inhibitor: inhibitors of Pseudomonas aeruginosa IMP-1 metallo-beta-lactamase. purified IMP-1, nitrocefin hydrolysis, epi-absorbance fluorescence. inhibition, % at 5.6 µM. 0.45% of 290,000 active;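 active = inhibition above the mean plus 3 SD of all compounds in the same screening run, cut at about 4.5% in these data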;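 also: 0% = IMP-1 with DMSO and 100% = DMSO wells lacking enzyme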
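System: Purified recombinant IMP-1 metallo-beta-lactamase enzyme | Measured by: Fluorescence quenching readout, ex 480/em 530 nm | Replication: Singlicate | Incubation: 15 min preincubation plus 25 min reaction at 25 °C | Evaluation: Percent inhibition from optical density relative to buffer-blank wells | Benchmarks: DMSO with and without IMP-1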
The depositor's hits bear a star; / = no result given. Outcome played no part in choosing rows, and some 3.6% of all compounds hit somewhere here.

SMILES	FID counter	HCV NS3 hel inh	VIM-2 inh	IDE cell inh	p-CIP stab down	PfM18AAP inh	UBC9 SUMO inh	IDE act	IMP-1 inhibitor
N#Cc1c(-c2ccc(Cl)cc2)c2c([nH]c1=O)-c1ccccc1OC2	-15	17	-0.1	16*	-13	-12	30	-1	-1.1
CC(C)C(OC(=O)c1ccco1)C(=O)NCc1cccs1 (configuration not stated)	-3	6	-3.1	1	-13	-12	16	4	-2.1
CCOCCCNC(=O)C(c1ccc(C)cc1)N(Cc1ccc2c(c1)OCO2)C(=O)c1cnccn1 (configuration not stated)	-28	-4	-1.0	3	-8	-2	-12	4	0.2
Cc1ccccc1Oc1nc2c(C)cccn2c(=O)c1/C=C(\C#N)C(=O)NC1CCS(=O)(=O)C1 (configuration not stated)	-29	-1	-0.3	2	4	-1	25	4	0.2
CCCC(=O)N(CCc1ccccc1)Cc1nc2ccccc2c(=O)[nH]1	-24	1	-3.0	-2	-3	-5	12	-1	-2.0
CCN(CC(=O)NCc1ccc(F)cc1)C(=O)/C=C/c1ccc(OC)c(S(=O)(=O)NC(C)C)c1	-35	-2	-1.2	-5	-6	6	4	2	-3.2
O=C(COC(=O)c1ccccc1C(=O)N1CCN(c2ccccc2)CC1)Nc1ccccc1	-24	-6	-1.9	5	-10	-9	1	1	-1.4
C=CCNc1nc(N(c2ccccc2)c2ccccc2)nc(-n2ccnc2)n1	-3	1	-3.2	3	-4	1	10	-3	-1.5
COc1cc(OC)c(NC(=O)Cn2cnc3sc(C)c(S(=O)(=O)N4CCOCC4)c3c2=O)cc1Cl	-6	-8	-4.2	6	12	-2	8	-1	-2.5
COc1ccc(C(=O)NC(CC(=O)O)c2cc([N+](=O)[O-])ccc2Cl)c(SC)c1 (configuration not stated)	-32	8	-2.2	0	-8	7	-3	4	-2.7
Cc1ccc2c(c1)N(S(=O)(=O)c1cc(-c3onc(C)c3C)ccc1C)CCO2	-26	-14	-2.1	-2	-4	4	-16	6	-2.2
CCOC(=O)c1cc(S(=O)(=O)NC2CCC(C)CC2)cn1C (configuration not stated)	-39	4	-2.0	-3	-9	3	/	7	-4.1
O=S(=O)(NCc1ccco1)c1ccc(Cl)cc1Cl	-3	5	-2.3	0	9	5	-11	0	-2.9
Cc1cc(NC(=O)CSc2nc3ccccc3c(=O)n2CCCC(=O)NCc2ccccc2)n[nH]1	-26	-3	-3.2	-5	-41	-7	-9	6	-1.9
Cc1ccc(OCC(=O)N(Cc2cccc(Cl)c2)C2CCS(=O)(=O)C2)cc1C (configuration not stated)	-51	-9	-1.2	4	-2	-4	17	5	-2.4
Cc1ccc(C)c(N2CCN(C(=O)CCC(=O)Nc3nnc(CC(C)C)s3)CC2)c1	-28	-5	-1.4	2	2	15	-4	7	-3.2
CC(C)n1cc(CN2CCC(C(=O)Nc3cccc(-c4cscn4)c3)CC2)cn1	14	-10	0.9	7	10	0	34	5	1.0
CCn1c(SCC(=O)NCC2CCCO2)nnc1-c1ccc(S(=O)(=O)N2CCN(C)CC2)cc1 (configuration not stated)	-3	10	-1.9	-3	-6	-5	19	-3	-1.8
CC(=O)Nc1sc(/C(C#N)=C/c2ccc(Cl)c(Cl)c2)nc1-c1ccc(C)cc1	-1	-8	-0.9	/	-96	-11	34	-8	-2.5
CN(C)Cc1nnnn1-c1ccccc1	2	7	-3.1	-3	-3	6	4	4	-3.3
CN1C(=O)CC(C(=O)O)SC1=Nc1ccc(F)cc1 (configuration not stated)	0	11	-0.9	-2	-5	10	17	5	-3.5
COc1ccc(C2=NN(C(=O)c3cccc([N+](=O)[O-])c3)C(c3cccc([N+](=O)[O-])c3)C2)cc1 (configuration not stated)	3	3	0.1	2	2	1	6	-2	-0.9
CCc1nc2cccnc2n1-c1ccc(CC(=O)O)cc1	-2	1	-1.4	-1	-11	7	-2	3	-2.6
Cc1ccc(C(=O)NCC(=O)OCC(=O)Nc2ccccc2[N+](=O)[O-])cc1	2	12	-0.9	0	-25	-3	-9	0	-2.3
CC(=O)NCCOc1cccc2ccccc12	-2	6	2.7	-3	0	-6	23	2	3.8
O=C(NC(=S)NC1CCS(=O)(=O)C1)c1ccccc1 (configuration not stated)	-4	-7	-1.8	1	-1	-13	10	-1	-2.2
N#C/C(=C1\CCCN1)c1nc(-c2ccccc2)cs1	1	6	-2.1	7	-5	2	6	3	-3.5
O=C(OC(C(=O)Nc1ccc(Cl)c(C(F)(F)F)c1)c1ccccc1)C1=COCCO1 (configuration not stated)	1	5	0.8	-2	-8	0	-29	3	-1.5
CCCCN(CC)CCNC(=O)CNC(=O)Cn1ccc2ccccc2c1=O	1	-2	-3.9	3	-2	5	5	4	-3.9
CCCc1ccc(-c2cc(C(=O)NN3CCOCC3)c3ccccc3n2)cc1	-31	-9	-0.6	1	-13	-7	21	0	1.0
Cc1cccc(C(=O)O/N=C2/CC3CCC2(C)C3(C)C)c1 (configuration not stated)	-7	-7	0.8	7	-10	-7	-9	1	-1.8
Cc1ccc(CNS(=O)(=O)c2ccc3c(c2)NC(=O)CS3)cc1	-13	-3	-3.3	0	-10	5	10	-4	-2.5
O=c1nc(/C=C/c2cc([N+](=O)[O-])ccc2Cl)cc(C(F)(F)F)[nH]1	-4	10	-2.3	9	7	19	18	4	-2.2
CCC(NC(=O)c1ccc([N+](=O)[O-])cc1[N+](=O)[O-])c1ccccc1 (configuration not stated)	-12	-2	-1.1	-3	-10	-8	14	4	-2.2
Cn1c(=O)[nH]c(=O)c2c1nc([N+](=O)[O-])n2Cc1ccccc1	-1	-1	-4.1	8	-14	0	-6	-5	-2.4
O=C(O)c1cc(-c2ccc(/C=C3/SC(=S)N(Cc4ccccc4)C3=O)o2)ccc1Cl	-15	23	-0.7	/	-8	6	46	-10	0.1
Cc1nnc(SCC(=O)NCCN2C(=O)CSC2=O)n1-c1ccccc1	-2	7	-1.9	1	-12	0	13	5	-3.4
COc1ccc2cc(CCNS(=O)(=O)c3ccc(NC(C)=O)cc3)c(=O)[nH]c2c1	-3	1	-0.7	-7	6	-5	13	6	-1.1
Cc1ccc(NC(=O)COC(=O)CCOc2ccccc2C)cc1	-10	-7	-4.0	3	1	-12	-18	4	-3.5
O=C(COC(=O)/C=C/c1ccc(F)cc1)Nc1cccc(S(=O)(=O)N2CCCC2)c1	-11	2	-1.9	2	-1	-4	-7	-1	-1.9
COc1ccc(CCNc2ncnc3c2c(C)c(C)n3CCO)cc1OC	-25	3	3.7	-1	-4	-3	-6	5	-1.9
CCOCCn1c(N2CCN(c3ccccc3)CC2)nc2c1c(=O)[nH]c(=O)n2C	-8	3	-4.2	-1	-5	2	15	4	-3.0
CCOC(=O)c1c(CN2CCN(C)CC2)oc2ccc(OC)cc12	16	-7	3.8	6	8	-9	7	-1	-2.6
Cc1ccc(Sc2ccc(C(=O)N3CCOCC3)cc2[N+](=O)[O-])cc1	-26	-12	-0.6	2	-4	1	10	2	-4.3
CC(=O)Nc1cc2nc(C)n(Cc3ccccc3)c2nc1C	1	0	-1.5	-3	0	-8	2	1	-0.7
CCN1CCN(c2cc(C)c3cc(NC(=S)N4CCN(c5ccc(F)cc5)CC4)ccc3n2)CC1	5	-60	-0.6	1	-4	-4	1	12	0.5
CCCOc1ccc(-c2nc(N)n[nH]2)cc1	-4	1	-2.1	1	3	-13	-11	4	-2.3
O=C(NCCOc1ccccc1)C1CCCCC1	-7	10	-2.8	1	2	6	13	-6	-3.0
Cc1cc(C(=O)COc2ccccc2C(N)=O)c(C)n1CC1CCCO1 (configuration not stated)	-24	5	-1.5	-4	-14	-7	21	2	-0.7
O=C(CSc1ncnc2sc3c(c12)CCC3)Nc1ccccc1C(=O)O	-20	14	-1.4	6	-11	4	29	5	-3.3
Cc1c(N/C=C/C(=O)c2cccs2)c(=O)n(-c2ccccc2)n1C	-12	-7	-1.0	-2	-2	-3	40	3	-1.3
COc1cccc(NC(=S)NNC(=O)c2c([N+](=O)[O-])c(C)nn2C)c1	-11	0	-3.5	0	-2	6	-2	7	-3.6
CCOC(=O)C1(Cc2cccc(F)c2)CCN(Cc2ccon2)CC1	-6	8	-1.1	1	-4	-10	17	/	-1.8
Cc1cc(C(=O)NCC(c2ccco2)N(C)C)ccc1[N+](=O)[O-] (configuration not stated)	4	-6	-2.3	0	-5	2	13	-2	-1.4
CCOC(=O)c1c(C)[nH]c(C)c1C(=O)CSc1nc(N)cc(N)n1	-1	-7	-1.2	1	2	-5	-11	2	-0.4
COc1ccc(NC(=O)COC(=O)CCCC2=NS(=O)(=O)c3ccccc3N2)cc1Cl	-13	-4	-1.9	4	6	-1	-8	9	-3.2
Cc1ccc(N2CCN(C(=O)c3nn(C)c4c3CS(=O)(=O)c3ccccc3-4)CC2)c(C)c1	-10	0	-1.2	4	-2	-3	-18	2	-4.7
Cn1c(CN2CCCCC2)nc2cc(NC(=O)c3ccc(Cl)cc3)ccc21	5	-15	-4.0	1	-2	10	-17	-8	-1.8
S=c1nc(C2CC2)n(-c2ccccc2)[nH]1	-5	8	-2.8	1	-3	13	24	3	-2.7
COc1ccccc1OC(=O)c1ccc2nsnc2c1	0	-4	0.2	8	5	-4	-9	2	-3.1

One compound at a time, as listed above.
COc1cccc(NC(=S)NNC(=O)c2c([N+](=O)[O-])c(C)nn2C)c1 as listed: FID counter: -11; HCV NS3 hel inh: 0; VIM-2 inh: -3.5; IDE cell inh: 0; p-CIP stab down: -2; PfM18AAP inh: 6; UBC9 SUMO inh: -2; IDE act: 7; IMP-1 inhibitor: -3.6
S=c1nc(C2CC2)n(-c2ccccc2)[nH]1 as listed: FID counter: -5; HCV NS3 hel inh: 8; VIM-2 inh: -2.8; IDE cell inh: 1; p-CIP stab down: -3; PfM18AAP inh: 13; UBC9 SUMO inh: 24; IDE act: 3; IMP-1 inhibitor: -2.7

Following part
SMILES	FID counter	HCV NS3 hel inh	VIM-2 inh	IDE cell inh	p-CIP stab down	PfM18AAP inh	UBC9 SUMO inh	IDE act	IMP-1 inhibitor
Cc1nnc(NCCc2ccccc2)n(N)c1=O	-1	4	-2.0	10	7	14	-5	1	-2.6
CCC(C)C(NC(=O)C(N)CC(C)C)C(=O)NC(CCC(=O)OCc1ccccc1)C(N)=O (configuration not stated)	-3	-3	-1.9	0	-8	1	1	2	-3.8
O=C(O)c1ccccc1NSc1ccccc1[N+](=O)[O-]	-15	31	6.2	-2	-5	28	17	6	-2.8
COc1ccccc1C1C=C(c2ccc(Cl)cc2)Nc2nc(N3C(=O)CCC3=O)nn21 (configuration not stated)	-14	4	-2.3	2	-15	-7	31	-2	-4.4
CN(C)C(=O)c1ccccc1Sc1ccc(Cl)cc1Cl	-28	7	-3.5	-2	-4	-6	-2	0	-4.2
CC(C)C(NC(=O)c1ccc(Cl)cc1)C(=O)NC1=NCCS1 (configuration not stated)	-10	2	-1.2	2	-11	7	0	5	-2.5
O=C(OCC(=O)N1CCN(C(=O)c2ccco2)CC1)c1cc(-c2ccc(F)cc2)nc2ccccc12	-35	-27	-5.0	-1	1	5	-3	2	-3.2
COc1ccc(-c2cnc[nH]2)cc1	0	-7	-1.4	-4	-10	0	10	-3	-2.6

Source: PubChem BioAssay (several laboratories)
